Source: PubChem
PriA SSB inh: inhibitors of Klebsiella pneumoniae PriA binding to SSB C-terminal tail; inhibition, % at 33 µM; AlphaScreen SSBct-PriA binding, biotinylated peptide; 430,000 compounds, 0.6% hits; in the data active means inhibition mostly above about 37%, no sharp cut-off; inactive means mostly below about 20%;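 further: plate controls were negative control peptide for no effect and reference peptide for full effect; strong numbers were not always called active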
VHR inh abs: inhibitors of human VHR1 phosphatase (DUSP3) | P51452 | recombinant VHR phosphatase, pNPP absorbance | inhibition, % at 13.3 µM | 290,000 compounds, 0.52% hits | AID 1654; in the data active means inhibition above about 50%; further: some compounds called inactive have numbers as strong as hits
Target sequence (P51452 whole entry, looked up): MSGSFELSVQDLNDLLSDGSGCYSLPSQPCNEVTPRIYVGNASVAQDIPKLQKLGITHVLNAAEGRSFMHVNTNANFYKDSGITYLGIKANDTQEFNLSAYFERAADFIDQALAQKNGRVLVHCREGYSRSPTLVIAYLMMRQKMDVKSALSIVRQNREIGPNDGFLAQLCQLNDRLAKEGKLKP
PrPC surface inh: cell surface PrPC inhibition, primary TR-FRET screen; 370,000 compounds, 0.43% hits; P04156; inhibition, % at 13.8 µM; TR-FRET read-out; in the data active means inhibition above about 24%; further: 0% = median of the test wells and 100% = reference compound wells
MazF activator: increases E. coli MazEF RNase cleavage of RNA. AID 504720. FAM/BHQ RNA-DNA oligo cleavage fluorescence, 5 h. activation, % at 20 µM. P0AE70. 350,000 compounds, 0.32% hits; in the data active means activation above about 50%
CCHFV vOTU inh: blocks the CCHF virus ovarian tumor domain protease. CCHFV vOTU protease, Pep-AMC fluorescence. inhibition, % at 11.5 µM. 370,000 compounds, 0.55% hits; in the data active means inhibition above about 30%; further: 0% = vehicle wells with enzyme and 100% = no enzyme wells
BoNT-F LC inh: BoNT F light chain protease inhibition | Multiplex microsphere protease cleavage assay, flow cytometry | inhibition, % at 10 µM | 360,000 compounds, 0.22% hits | AID 588497; in the data active means inhibition above about 35%, passing the limit was not always enough; inconclusive means no clear call, values can overlap the other calls; further: plate controls were buffer without enzyme for full effect and enzyme alone for no effect
SARS 3CLpro inh: SARS-CoV 3CLpro protease inhibition | P0C6X7 | recombinant SARS-CoV 3CLpro, quenched FRET peptide cleavage | inhibition, % at 6 µM | 290,000 compounds, 0.14% hits; in the data active means inhibition above about 12%
Rv3671c inh: Rv3671c (M. tuberculosis) protease inhibition. P9WHR9. inhibition, % at 5.96 µM. 320,000 compounds, 0.048% hits. AID 2606; in the data active means inhibition above about 38%;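 further: extracellular domain of Rv3671c used as enzyme; 0% = enzyme with DMSO and 100% = no enzyme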
Anthrax LF inh2: blocks Bacillus anthracis lethal factor protease. multiplex microsphere protease cleavage assay, LF. inhibition, % at 10 µM. 360,000 compounds, 0.12% hits; further: plate controls were buffer without enzyme for full effect and enzyme alone for no effect
Target sequence (P15917 whole entry, looked up): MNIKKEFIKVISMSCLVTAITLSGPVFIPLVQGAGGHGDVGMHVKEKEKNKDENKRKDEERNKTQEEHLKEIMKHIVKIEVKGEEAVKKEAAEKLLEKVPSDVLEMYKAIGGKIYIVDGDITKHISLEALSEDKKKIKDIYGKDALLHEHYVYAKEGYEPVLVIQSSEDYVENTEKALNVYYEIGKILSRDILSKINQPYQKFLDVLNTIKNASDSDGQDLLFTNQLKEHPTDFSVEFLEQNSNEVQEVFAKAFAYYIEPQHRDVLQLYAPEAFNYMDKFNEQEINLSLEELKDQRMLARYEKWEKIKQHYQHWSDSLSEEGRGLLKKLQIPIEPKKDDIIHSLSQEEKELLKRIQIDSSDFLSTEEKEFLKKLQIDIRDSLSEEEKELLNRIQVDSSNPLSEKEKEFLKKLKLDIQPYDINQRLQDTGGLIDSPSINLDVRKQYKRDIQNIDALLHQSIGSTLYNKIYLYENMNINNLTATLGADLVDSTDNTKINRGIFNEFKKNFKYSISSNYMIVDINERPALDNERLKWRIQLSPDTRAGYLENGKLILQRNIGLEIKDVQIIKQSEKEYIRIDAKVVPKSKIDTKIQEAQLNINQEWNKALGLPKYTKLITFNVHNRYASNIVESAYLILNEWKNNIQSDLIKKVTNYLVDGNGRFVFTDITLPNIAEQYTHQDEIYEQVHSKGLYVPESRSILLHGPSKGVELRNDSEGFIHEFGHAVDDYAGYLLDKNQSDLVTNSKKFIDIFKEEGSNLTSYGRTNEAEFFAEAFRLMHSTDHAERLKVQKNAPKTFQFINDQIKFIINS
BoNT A protease: BoNT A light chain protease inhibition; inhibition, % at 10 µM; multiplex microsphere protease substrate cleavage, flow cytometry; 360,000 compounds, 0.17% hits; AID 588499; further: plate controls were buffer without enzyme for full effect and enzyme alone for no effect
* hit, by the source's call; ? = inconclusive; . = no result given; & = joins results of further samples. Unless noted, no stated cut-off is given here; in the data, active means inhibition above about 30%; inconclusive means no clear call, values can overlap the other calls; inactive means below that. Only part of the results is shown; rates above refer to the full screens.

SMILES	PriA SSB inh	VHR inh abs	PrPC surface inh	MazF activator	CCHFV vOTU inh	BoNT-F LC inh	SARS 3CLpro inh	Rv3671c inh	Anthrax LF inh2	BoNT A protease
C=CCSc1nc(C)cc(/C=C\c2ccccc2)c1C#N	-20	27	-4	-3	5	-10	-2	-11	0	?
O=C(NCc1nnnn1-c1ccc(Cl)cc1)c1ccc(Br)o1	1&-1	.	-1	3	-5	.	.	-7	.	.
CCC(C)(C)n1nnnc1C(c1cccs1)N1CC=C(c2ccc(F)cc2)CC1 (centres undefined)	3	24	3	-16	11	2	1	-15	-5	0.3
O=C1c2ccccc2-n2nnc(-c3ccccc3)c2C2c3ccccc3CCN12 (centres undefined)	.	.	-3	.	13	4	.	.	-4	1.1
Cn1c(SCC(=O)NN2C(=O)NC(C)(c3ccccc3)C2=O)nnc1-c1ccncc1 (centres undefined)	-2	.	-6	-2	-1	.	.	1	.	.
CC(C)N(C(=O)COC(=O)c1cc(Cl)cc(Cl)c1N)C(C)C	-70	-12	-2	-1	1	-9	3	-5	-1	-6.8
Cc1ccc(C2=NN(CC(=O)O)C(=O)CC2)cc1	-15	6	2	13	-18	50*	-2	-4	3	2.7
CCOc1ccc(NC(=O)CN(C)C(=O)Cn2cnc3c2c(=O)n(C)c(=O)n3C)cc1OCC	-4	.	0	-1	-7	.	.	7	.	.
Cc1ccn2cc(CCNC(=O)CC3CCCCC3)nc2c1	2	-5	5	11	0	-3	3	-5	-2	-0.4
S=C(N/N=C/c1ccc(Cl)c(Cl)c1)Nc1ccccc1Cl	.	10	-4	2	9	3	-1	-4	1	-0.5
COC(=O)c1[nH]c2cccc(OC)c2c1NC(=O)CCN1CCN(c2ccccc2OC)CC1	-2	18	-7	0	-17	4	1	-1	1	0.1
Cc1ccc(NC(=O)COC(=O)c2ccc([N+](=O)[O-])o2)cc1S(=O)(=O)N1CCCCCC1	-3	17	-8	5	0	11	2	1	-1	1.4
COc1ccc(CCN2C(=O)c3ccccc3C2(O)c2ncc[nH]2)cc1OC (centres undefined)	-7	-24	-5	-17	4	-4	2	-12	3	0.6
Cc1ccc(N=C2C(=O)Nc3ccccc32)c(C)c1	-7	-16	-2	7	9	-7	0	3	-6	-3.6
Cc1ccc(NC(=O)CN(C)S(=O)(=O)c2ccc3c(c2)n(C)c(=O)c(=O)n3C)cc1	-18	8	6	6	18	-1	3	9	-6	-0.5
CCOC(=O)COc1nc(-c2ccc(Cl)cc2)cc(-c2ccco2)c1C#N	5	0	9	7	5	?	-3	0	21	-0.1
O=C(CSc1nnc(-c2cccs2)n1C1CC1)NCC1CCCO1 (centres undefined)	8	.	-2	6	6	4	.	-5	1	-0.4
CCc1noc(C)c1C(=O)Nc1ccc(Cl)c(S(=O)(=O)N2CCCCC2)c1	-15	.	6	-2	32*	6	.	4	-2	4.0
O=C(C1CCCCC1)N1C[C@@H](O)[C@H](n2cc(C3CC3)nn2)C[C@@H]1c1ccc(Cl)cc1	.	.	-11	7	11	2	.	.	-4	0.4
ClCCNc1nc2ccc(Cl)cc2[nH]1	-3	26	-7	-3	-6	4	0	4	-4	-0.3
O=c1c2[nH]c3ccccc3c2ncn1CCN1CCCCC1	0	32	-7	2	-10	1	-8	-4	4	0.0
COC(=O)c1ccc2nc(NC(=O)COC(=O)CSc3nc(C)cc(C)n3)sc2c1	-9	10	-3	-3	8	-2	-1	-14	-1	-0.2
CCCN(C(=O)COC(=O)CCOc1ccccc1)c1c(N)n(Cc2ccccc2)c(=O)[nH]c1=O	-13	.	0	-11	4	-46	.	4	-6	-25
C[C@@H]1CC[C@H]2[C@@H](C)C(=O)O[C@@H]3O[C@@]4(C)CC[C@@H]1[C@]32OO4	-11	16	-3	4	-5	-2	-2	8	-3	-0.3
O=C(CSc1nc2ccccc2c(=O)n1-c1ccc(Cl)cc1)N/N=C/C=C/c1ccccc1[N+](=O)[O-]	.	5	-2	2	-6	7	4	-45	1	0.3

Compounds above with an aryl thioether with sulfur outside any ring:
SMILES	PriA SSB inh	VHR inh abs	PrPC surface inh	MazF activator	CCHFV vOTU inh	BoNT-F LC inh	SARS 3CLpro inh	Rv3671c inh	Anthrax LF inh2	BoNT A protease
C=CCSc1nc(C)cc(/C=C\c2ccccc2)c1C#N	-20	27	-4	-3	5	-10	-2	-11	0	?
Cn1c(SCC(=O)NN2C(=O)NC(C)(c3ccccc3)C2=O)nnc1-c1ccncc1 (centres undefined)	-2	.	-6	-2	-1	.	.	1	.	.
O=C(CSc1nnc(-c2cccs2)n1C1CC1)NCC1CCCO1 (centres undefined)	8	.	-2	6	6	4	.	-5	1	-0.4
COC(=O)c1ccc2nc(NC(=O)COC(=O)CSc3nc(C)cc(C)n3)sc2c1	-9	10	-3	-3	8	-2	-1	-14	-1	-0.2
O=C(CSc1nc2ccccc2c(=O)n1-c1ccc(Cl)cc1)N/N=C/C=C/c1ccccc1[N+](=O)[O-]	.	5	-2	2	-6	7	4	-45	1	0.3

Five compounds picked at random from the list so far, as already listed:
SMILES	PriA SSB inh	VHR inh abs	PrPC surface inh	MazF activator	CCHFV vOTU inh	BoNT-F LC inh	SARS 3CLpro inh	Rv3671c inh	Anthrax LF inh2	BoNT A protease
C[C@@H]1CC[C@H]2[C@@H](C)C(=O)O[C@@H]3O[C@@]4(C)CC[C@@H]1[C@]32OO4	-11	16	-3	4	-5	-2	-2	8	-3	-0.3
CCOC(=O)COc1nc(-c2ccc(Cl)cc2)cc(-c2ccco2)c1C#N	5	0	9	7	5	?	-3	0	21	-0.1
O=C(NCc1nnnn1-c1ccc(Cl)cc1)c1ccc(Br)o1	1&-1	.	-1	3	-5	.	.	-7	.	.
Cc1ccc(C2=NN(CC(=O)O)C(=O)CC2)cc1	-15	6	2	13	-18	50*	-2	-4	3	2.7
ClCCNc1nc2ccc(Cl)cc2[nH]1	-3	26	-7	-3	-6	4	0	4	-4	-0.3

Continuation.
SMILES	PriA SSB inh	VHR inh abs	PrPC surface inh	MazF activator	CCHFV vOTU inh	BoNT-F LC inh	SARS 3CLpro inh	Rv3671c inh	Anthrax LF inh2	BoNT A protease
Cc1c(/C=N\NC(=O)c2ccc([N+](=O)[O-])cc2)cnn1C	.	-5	-7	7	-6	-1	-5	15	-4	-0.1
Cc1nc2ccc(NC(=S)N3CCOCC3)cc2nc1C	0	23	8	-1	-10	-2	-3	1	-5	0.8
COc1ccc(/C=C(/NC(=O)c2cccs2)C(=O)N2CCOCC2)cc1OC	-4	3	0	-1	2	-1	1	-1	2	0.3
CCc1nnc(NC(=O)CCC(=O)N2CCCC2)s1	-26	-4	-3	7	-1	0	0	-2	0	1.4
CCc1nc2c(OCC(=O)c3ccc(Cl)cc3Cl)cccn2c1N(C=O)Cc1ccccc1	.	.	19	.	19	-1	.	.	-3	-1.1
O=C(OCCOCCN=C1NS(=O)(=O)c2ccccc21)c1ccncc1	-8	0	6	-15	6	-1	3	-1	-4	-0.6
Cc1ccc(CSc2nc(N)cc(N)n2)cc1	0	38	7	7	7	.	1	-2	.	.
O=C1C(Oc2ccccc2)C(c2ccc3c(c2)OCO3)N1CCc1ccc(F)cc1 (centres undefined)	-12	3	6	3	7	2	3	6	-3	0.3
CCCCC(NC(=O)COc1cc2c(c3oc(=O)cc(C)c13)CCC(C)(C)O2)C(=O)O (centres undefined)	-9	-2	17	-13	-225	-4	3	4	9	0.6
COc1cccc(NC(=O)C2CCOC2=O)c1 (centres undefined)	-9	.	-1	0	-1	?	.	-2	16	0.1
O=C1C=C(c2ccc(F)nc2)C[C@@H](c2ccc3c(c2)OCO3)C1	1	.	-4	4	-9	-4	.	-10	-10	-0.7
c1ccc2c3c([nH]c2c1)C(C1CCCCC1)N(Cc1ncc[nH]1)CC3 (centres undefined)	24	13	-2	4	-3	-11	1	-8	-4	-1.0
O=C(NCc1ccccn1)Nc1ccc(Cl)c(Cl)c1	-15	4	2	-2	-10	-5	3	0	0	-0.1
O=C(Nc1ccc(Cl)cc1)c1nc[nH]c1C(=O)N1CCc2ccccc2C1	-3	.	8	31	2	-7	.	-8	-4	-0.4
COc1ccc([C@@H]2CC=C(C(=O)O)[C@H](c3cccc(Cl)c3)N2S(=O)(=O)c2ccc(Cl)cc2)cc1	20	.	6	-10	20	8	.	-10	-2	-1.1
O=[N+]([O-])c1ccc(-c2cc(-c3ccncc3)nc3ccc4ccccc4c23)cc1	-10	0	9	0	-13	5	6	.	0	0.8
COc1ccc(CNC(=S)Nc2ccccc2Cl)cc1	-3	-3	4	-3	8	?	-1	0	14	-4.6
C=CCc1cc(C)cc(C)c1OCCn1cncn1	-2	18	5	-3	-4	-17	-2	1	0	0.1
C[C@H]1CN([C@@H](C)CO)S(=O)(=O)c2ccc(Br)cc2O[C@H]1CN(C)C(=O)Cc1ccccn1	.	.	-8	-2	2	-5	.	.	4	-0.6
COc1cc(/C=C/C(=O)OCC(=O)N2CCN(S(=O)(=O)c3ccc(C)cc3C)CC2)cc(Cl)c1OC	-18	.	-2	-8	-3	2	.	.	-3	0.3
COc1ccccc1C(=O)N(Cc1cccs1)C1CCS(=O)(=O)C1 (centres undefined)	-8	15	-1	3	2	16	5	0	3	3.1
COc1ccccc1/C=C/C(=O)NCC(=O)N/N=C(/C)c1ccco1	.	22	-8	9	-29	-9	-3	7	1	0.3
CC(=O)N1CCN(c2ccc([N+](=O)[O-])c(NCC3CCCO3)c2)CC1 (centres undefined)	3	22	-24	10	8	0	-4	-4	2	0.1
O=C(/C=C/c1cccs1)N1CCC2(CC1)Oc1ccc(Cl)cc1C(=O)C21CC(c2ccccc2)=NO1 (centres undefined)	0	15	10	-12	-4	-7	.	-14	-3	-0.1
C#CCOCCOCCOCCNc1nc(N2CCN(C(=O)Cn3cc(CCO)nn3)CC2)nc(N2CCN(C(=O)[C@H]([C@@H](C)CC)n3cc(CCCN=C(N)N)nn3)CC2)n1	5	.	1	5	-5	-4	.	.	-3	-0.4

Continuation:
SMILES	PriA SSB inh	VHR inh abs	PrPC surface inh	MazF activator	CCHFV vOTU inh	BoNT-F LC inh	SARS 3CLpro inh	Rv3671c inh	Anthrax LF inh2	BoNT A protease
Cc1ccc(Cc2c(-c3ccc(C)cc3)nc3c4ccccc4ccn23)cc1	.	.	9	-26	12	-9	.	.	-1	-1.1
CCCCn1nnnc1C1(C)CCC(=O)N1Cc1ccc(F)cc1 (centres undefined)	.	.	0	.	5	-6	.	.	-2	-0.7
COc1cc(-c2nnc(COc3ccc4cc(Br)ccc4c3)o2)cc(OC)c1OC	-8	8	1	-13	4	-1	-4	0	-13	0.9
CCC(=O)c1c[nH]c(C(=O)NCCc2ccccn2)c1	-12	-4	0	7	0	-5	1	3	1	-0.3
Cc1ccccc1N/N=C1\CCCNC1=O	.	6	4	0	-5	-8	1	-9	1	-0.3
COc1ccc(C(=O)COC(=O)c2cc(=O)c3ccccc3o2)c(OC)c1	.	.	4	-6	-1	-8	.	.	-1	-1.2
O=C(NC(=S)NC1CCCCC1)c1ccccc1	14	-6	2	0	1	-8	-1	5	-1	-1.2
Nc1ccnn1Cc1cccnc1	-1	27	-6	-4	16	6	4	4	-4	0.6
CCOc1cccc2cc(C(=O)NCc3ccc(Cl)cc3)c(=N)oc12	-10	-5	8	0	22	0	2	0	0	-0.4
COc1ccc(Br)cc1CNC(=O)C1CCCN(S(=O)(=O)N2CC(C)CC(C)C2)C1 (centres undefined)	0	-17	0	1	0	3	3	-8	3	0.2
CCOc1ccc(C(=O)CN2CCN(S(=O)(=O)c3ccc(Cl)cc3)CC2)cc1	-3	25	-3	2	19	2	-4	-6	1	2.2

Quoted from the listing:
Anthrax LF inh2 with Cc1ccc(Cc2c(-c3ccc(C)cc3)nc3c4ccccc4ccn23)cc1 stands at -1
Anthrax LF inh2 with CCC(=O)c1c[nH]c(C(=O)NCCc2ccccn2)c1 stands at 1
